From PubChem BioAssay
Mtb FBA inh – Mtb fructose-bisphosphate aldolase inhibition; purified M. tuberculosis FBA, fluorescence read-out; inhibition, % at 1 µM; actives 2.3% (n = 360,000); AID 588726; in the data active means inhibition above about 27%;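 further: 0% = vehicle and 100% = reference inhibitor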
Target sequence (P9WQA3 whole entry, looked up): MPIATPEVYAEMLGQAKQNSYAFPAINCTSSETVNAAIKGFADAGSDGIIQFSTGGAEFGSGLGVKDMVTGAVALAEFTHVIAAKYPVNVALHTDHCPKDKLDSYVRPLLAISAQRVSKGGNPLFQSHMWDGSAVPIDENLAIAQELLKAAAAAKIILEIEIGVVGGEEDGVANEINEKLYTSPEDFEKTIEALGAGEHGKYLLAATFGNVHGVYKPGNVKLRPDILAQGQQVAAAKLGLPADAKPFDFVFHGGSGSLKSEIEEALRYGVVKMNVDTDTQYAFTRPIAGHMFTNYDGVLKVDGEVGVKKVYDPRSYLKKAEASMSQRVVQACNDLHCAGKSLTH
Rv3671c protease – inhibits the M. tuberculosis serine protease Rv3671c. actives 0.048% (n = 320,000). P9WHR9. inhibition, % at 5.96 µM; in the data active means inhibition above about 38%;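 further: extracellular domain of Rv3671c used as enzyme; 0% = enzyme with DMSO and 100% = no enzyme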
Mtb BioA inh – BioA (M. tuberculosis) enzyme inhibition. purified M. tuberculosis BioA enzyme, plate reader. inhibition, % at 9.99 µM. actives 0.096% (n = 360,000); in the data active means inhibition above about 40%
FadD28 binding – inhibitors of Mycobacterium tuberculosis FadD28 bisubstrate binding; FadD28 bisubstrate probe binding, fluorescence polarization; inhibition, % at 12.5 µM; actives 0.22% (n = 360,000); AID 588549; in the data active means inhibition above about 8.5%, passing the limit was not always enough
UGM FP inh – inhibitors of M. tuberculosis UDP-galactopyranose mutase. AID 504406. actives 0.06% (n = 320,000). inhibition, % at 10 µM. purified UGM, fluorescence polarization probe displacement; in the data active means inhibition above about 10%, passing the limit was not always enough
MazF activator – MazEF (E. coli) toxin RNase activation | P0AE70 | AID 504720 | FAM/BHQ RNA-DNA oligo cleavage fluorescence, 5 h | actives 0.32% (n = 350,000) | activation, % at 20 µM; in the data active means activation above about 50%
Target sequence (P0AE70 whole entry, looked up): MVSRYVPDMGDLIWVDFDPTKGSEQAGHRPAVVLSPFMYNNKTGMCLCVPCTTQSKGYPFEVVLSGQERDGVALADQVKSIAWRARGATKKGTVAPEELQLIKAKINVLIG
BoNT-F LC inh – inhibitors of Botulinum neurotoxin F light chain protease | actives 0.22% (n = 360,000) | inhibition, % at 10 µM | AID 588497 | Multiplex microsphere protease cleavage assay, flow cytometry; in the data active means inhibition above about 35%, passing the limit was not always enough; further: plate controls were buffer without enzyme for full effect and enzyme alone for no effect
PrPC TRFRET – reduces human prion protein on the cell surface; P04156; cell surface PrPC, TR-FRET read-out; inhibition, % at 13.8 µM; actives 0.43% (n = 370,000); AID 720596; in the data active means inhibition above about 24%; further: 0% = median of the test wells and 100% = reference compound wells
GDH-TPI counter – inhibits GDH-TPI coupling enzymes, artifact for Mtb FBA screen; GDH-TPI coupled enzyme counterscreen, NADH absorbance; inhibition, % at 4.8 µM; actives 1.2% (n = 360,000); AID 588335; in the data active means inhibition above about 30%;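 further: 0% = DMSO wells and 100% = wells lacking the enzyme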
* marks the source's active call; other numbers are inactive results; nt = not tested or not shown; + = active, no number.

SMILES	Mtb FBA inh	Rv3671c protease	Mtb BioA inh	FadD28 binding	UGM FP inh	MazF activator	BoNT-F LC inh	PrPC TRFRET	GDH-TPI counter
Nc1nc(SCC(=O)Nc2cc(C(F)(F)F)ccc2Cl)[nH]c(=O)c1NC(=O)c1ccco1	0	-5	-0.4	-3.3	-0.5	3	-4	3	1
COc1ccc(C(C)=O)cc1CN1C(=O)C(C)ON=C1c1cccc(C(F)(F)F)c1 (stereo not given)	5	nt	5.9	-1.0	nt	nt	9	1	12
NC(=O)c1ccsc1NC(=O)CSc1ccccc1F	1	-12	2.3	-0.9	-1.8	8	-2	-2	-1
CC(C)[C@H](NS(=O)(=O)c1cccc(Cl)c1)C(=O)OCC(=O)NC(=O)CN1CCCC1=O	0	-8	-0.1	0.0	-1.7	2	7	nt	-1
O=C(Nc1cccc(S(=O)(=O)NC2=NCCCCC2)c1)c1cc(-c2ccccc2)nc2ccccc12	-1	-12	1.3	-1.6	1.6	-3	0	1	3
O=C(NCc1ccccn1)C1CCN(S(=O)(=O)c2ccc(Br)cc2)CC1	2	0	3.3	-1.9	3.3	6	-4	8	7
CCOC(=O)CCCNC(=O)CN1C(=O)NC(CCc2ccccc2)C1=O (stereo not given)	0	-1	nt	0.8	-2.5	-4	-5	0	-3
CNc1cnn(-c2ccccc2)c(=O)c1Cl	0	0	-1.1	-0.7	-0.2	8	-13	-6	10
COc1ccc(C(=O)/C(C#N)=N/Nc2ccc([N+](=O)[O-])cc2)cc1	-1	3	nt	0.7	-1.0	3	-12	2	-3
CN1CCN(S(=O)(=O)c2cccc(C(=O)N3CCN(c4ccccc4)CC3)c2)CC1	0	-1	-1.1	-1.2	1.0	0	5	0	3
C=CCOc1cccc(/C=C/c2nc3ccccc3c(=O)[nH]2)c1	4	-3	-0.7	-2.1	0.0	1	-22	5	14
Cc1ccc(NC(=O)CN(C)C(=O)COc2cccc3cccnc23)cc1	2	1	nt	-2.6	2.1	16	-2	0	-6
CO/N=C(/COc1ccc(F)cc1)c1ccc(OC)cc1	0	-1	-2.2	0.7	-1.7	-7	13	0	5
CCCCC(CC)CNC(=O)CCS(=O)(=O)c1cccc2nsnc12 (stereo not given)	3	-3	0.2	-5.5	1.3	0	-13	-37	8
CCc1cc(=O)[nH]c(SCC(=O)NCc2ccc3c(c2)OCO3)n1	-2	-22	nt	-2.6	-1.5	0	-16	5	4
CCOC(=O)N1CCN(S(=O)(=O)N2CCCC(C(=O)NCc3ccc(C)cc3)C2)CC1 (stereo not given)	1	nt	-1.9	-1.9	nt	14	-15	3	12
CC(C)(C)c1ccc(OCC(O)CSc2ncn[nH]2)cc1 (stereo not given)	1	6	-0.2	0.2	-0.8	-10	0	1	3
COc1ccc(CC(=O)Nc2cccc3ccccc23)cc1OC	-9	-1	-1.7	-4.6	-4.3	2	-12	1	-12
O=C(Nc1ccccc1C(=O)NC(Cc1ccccc1)C(=O)NC1CCCCCC1)c1ccccc1 (stereo not given)	2	-10	0.0	-1.2	0.3	-4	5	16	7
CCOC(=O)CSc1ccc(-c2nc3cc(C)c(C)cc3[nH]2)cn1	24	-4	-2.3	-5.3	-0.3	7	-17	7	23

Arranged by number of heavy atoms (smallest number first): 3 of the compounds above.
SMILES	Mtb FBA inh	Rv3671c protease	Mtb BioA inh	FadD28 binding	UGM FP inh	MazF activator	BoNT-F LC inh	PrPC TRFRET	GDH-TPI counter
CO/N=C(/COc1ccc(F)cc1)c1ccc(OC)cc1	0	-1	-2.2	0.7	-1.7	-7	13	0	5
CCOC(=O)CCCNC(=O)CN1C(=O)NC(CCc2ccccc2)C1=O (stereo not given)	0	-1	nt	0.8	-2.5	-4	-5	0	-3
O=C(Nc1cccc(S(=O)(=O)NC2=NCCCCC2)c1)c1cc(-c2ccccc2)nc2ccccc12	-1	-12	1.3	-1.6	1.6	-3	0	1	3

Back to the main list; the six compounds before the break are reprinted first.
SMILES	Mtb FBA inh	Rv3671c protease	Mtb BioA inh	FadD28 binding	UGM FP inh	MazF activator	BoNT-F LC inh	PrPC TRFRET	GDH-TPI counter
CCc1cc(=O)[nH]c(SCC(=O)NCc2ccc3c(c2)OCO3)n1	-2	-22	nt	-2.6	-1.5	0	-16	5	4
CCOC(=O)N1CCN(S(=O)(=O)N2CCCC(C(=O)NCc3ccc(C)cc3)C2)CC1 (stereo not given)	1	nt	-1.9	-1.9	nt	14	-15	3	12
CC(C)(C)c1ccc(OCC(O)CSc2ncn[nH]2)cc1 (stereo not given)	1	6	-0.2	0.2	-0.8	-10	0	1	3
COc1ccc(CC(=O)Nc2cccc3ccccc23)cc1OC	-9	-1	-1.7	-4.6	-4.3	2	-12	1	-12
O=C(Nc1ccccc1C(=O)NC(Cc1ccccc1)C(=O)NC1CCCCCC1)c1ccccc1 (stereo not given)	2	-10	0.0	-1.2	0.3	-4	5	16	7
CCOC(=O)CSc1ccc(-c2nc3cc(C)c(C)cc3[nH]2)cn1	24	-4	-2.3	-5.3	-0.3	7	-17	7	23
Cn1cc(Cl)c(/C(N)=N/OC(=O)c2ccccc2C(F)(F)F)n1	-1	-1	-1.2	-1.9	4.0	4	2	-6	-11
COc1cccc(NC(=O)CN(C)C(=O)c2cc(-c3ccccc3)nc3ccc(C)cc23)c1	2	nt	-0.7	-2.5	nt	-2	17	5	9
CC(C)Oc1cccc(C(=O)Nc2ncn[nH]2)c1	-1	-22	-0.9	-0.9	2.3	-1	-7	9	6
Cc1cccc(C)c1-n1nnnc1C(c1cccc2ccccc12)N1CCC2(CC1)C(=O)NCN2c1ccccc1 (stereo not given)	7	nt	-1.0	-0.5	nt	nt	9	11	nt
O=C(NCC1COc2ccccc2O1)c1cc(S(=O)(=O)N2CCOCC2)c(Cl)cc1Cl (stereo not given)	3	nt	-1.3	-1.3	nt	5	5	-4	-3
CCC1CCCCN1C(=O)C(=O)c1cn(CC(=O)N(CC)CC)c2ccccc12 (stereo not given)	-3	6	-2.0	-3.6	2.6	2	6	4	12
O=C(Oc1ccc2ccc(=O)oc2c1)c1ccco1	+	-1	-0.3	-1.9	0.5	1	8	-3	4
CC(=O)Nc1cccc(NC(=O)CSc2nc(=O)n3cccc(C)c3n2)c1	-1	6	nt	0.5	-2.5	3	-6	6	21
COc1cc(OC)cc(C(=O)Nc2nnc(SCC(=O)NCc3ccco3)s2)c1	1	2	-1.6	-5.3	1.1	-7	4	9	9
Cc1c(/C=N\NC(=O)c2cc3ccccc3o2)c2ccccc2n1C	3	6	nt	0.7	1.7	-7	4	3	19
Cc1ccc(S(=O)(=O)N2CCN(C(C)C)CC2)cc1	0	1	0.5	-1.5	0.1	1	4	6	5

No enrichment for hits. Share with any hit: about 4.8%.
